TcdB inh: blocks C. difficile toxin B glycohydrolase activity | 350,000 compounds, 0.24% hits | inhibition, % at 9.99 µM | P18177 | TcdB glycohydrolase enzymatic assay, plate reader | AID 652162; in the data active means inhibition above about 10%
The depositor's hits bear a star.

compound	TcdB inh
N#C[C@@H]1[C@@H](c2ccc(C3=CCCCC3)cc2)[C@@H](CO)N1C(=O)c1ccccn1	0.7
COCC(=O)Nc1ccc2c(c1)C(=O)N(C)C[C@@H](OC)[C@@H](C)CN(C(=O)Cc1cccnc1)[C@@H](C)CO2	-4.0
Cc1ccc(S(=O)(=O)N[C@H]2CC[C@@H](CCn3cc(C4CCCCC4)nn3)O[C@@H]2CO)cc1	0.4
COc1cccc(CNC(=O)C[C@H]2CC[C@H]3[C@@H](COc4ccc(NS(=O)(=O)c5ccccc5F)cc4C(=O)N3C)O2)c1	-0.2
CCCC(=O)Nc1ccc2c(c1)C(=O)N(C)C[C@H](OC)[C@@H](C)CN(CCC(F)(F)F)[C@@H](C)CO2	0.9
CCC(=O)N1[C@@H]2c3ccc(-c4cccc(F)c4)c(=O)n3C[C@@H]2[C@@H](CO)[C@@H]1C(=O)N1CCCCC1	0.0
COc1ccccc1C(=O)Nc1ccc2c(c1)C(=O)N(C)[C@H]1CC[C@@H](CC(=O)NCCc3ccncc3)O[C@H]1CO2	0.1
CCCNC(=O)N(C)C[C@@H]1Oc2ncc(C3=CCCCC3)cc2C(=O)N([C@@H](C)CO)C[C@@H]1C	0.5
O=C(Nc1ccccc1F)N1CCCCN2[C@H](CO)[C@@H](c3ccc(C#Cc4ccccc4)cc3)[C@@H]2C1	-7.6
CN1C(=O)c2cc(NS(C)(=O)=O)ccc2OC[C@@H]2O[C@H](CC(=O)NC3CCCCC3)CC[C@H]21	0.2
C/C=C/c1ccc([C@@H]2[C@H](CO)N(C(=O)Cc3cccnc3)[C@H]2CNC(C)=O)cc1	-0.2
O=C(Nc1ccccc1F)N[C@@H]1CC[C@@H](CCNS(=O)(=O)c2ccccc2)O[C@@H]1CO	0.4

As a working copy, part of the list above:
compound	TcdB inh
CCC(=O)N1[C@@H]2c3ccc(-c4cccc(F)c4)c(=O)n3C[C@@H]2[C@@H](CO)[C@@H]1C(=O)N1CCCCC1	0.0
COc1ccccc1C(=O)Nc1ccc2c(c1)C(=O)N(C)[C@H]1CC[C@@H](CC(=O)NCCc3ccncc3)O[C@H]1CO2	0.1
CCCNC(=O)N(C)C[C@@H]1Oc2ncc(C3=CCCCC3)cc2C(=O)N([C@@H](C)CO)C[C@@H]1C	0.5
O=C(Nc1ccccc1F)N1CCCCN2[C@H](CO)[C@@H](c3ccc(C#Cc4ccccc4)cc3)[C@@H]2C1	-7.6
CN1C(=O)c2cc(NS(C)(=O)=O)ccc2OC[C@@H]2O[C@H](CC(=O)NC3CCCCC3)CC[C@H]21	0.2
C/C=C/c1ccc([C@@H]2[C@H](CO)N(C(=O)Cc3cccnc3)[C@H]2CNC(C)=O)cc1	-0.2
O=C(Nc1ccccc1F)N[C@@H]1CC[C@@H](CCNS(=O)(=O)c2ccccc2)O[C@@H]1CO	0.4

Individual results from the results shown:
TcdB inh result of CN1C(=O)c2cc(NS(C)(=O)=O)ccc2OC[C@@H]2O[C@H](CC(=O)NC3CCCCC3)CC[C@H]21 is entered as 0.2
TcdB inh result of CCCC(=O)Nc1ccc2c(c1)C(=O)N(C)C[C@H](OC)[C@@H](C)CN(CCC(F)(F)F)[C@@H](C)CO2 is entered as 0.9

Later entries
compound	TcdB inh
COc1ccc(S(=O)(=O)N(C)C[C@H]2Oc3ccc(NC(=O)C4CC4)cc3CC(=O)N([C@H](C)CO)C[C@H]2C)cc1	0.5
CC(=O)N(C)C[C@@H]1Oc2cc(C#CCC3CCCC3)ccc2S(=O)(=O)N([C@H](C)CO)C[C@H]1C	1.9
C[C@@H]1CCCCO[C@@H](CN(C)S(=O)(=O)c2ccc(F)cc2)[C@@H](C)CN([C@H](C)CO)C(=O)c2cc(NS(=O)(=O)c3cccs3)ccc2O1	-0.2
O=C(NCC[C@H]1CC[C@H](NC(=O)c2cccnc2)[C@@H](CO)O1)Nc1ccc(Cl)cc1	0.2
COc1ccc(C#Cc2ccc3c(c2)[C@H]2[C@H](CCN2C(=O)CC2CC2)[C@@H](CO)N3)cc1	-1.0
CCS(=O)(=O)N1[C@H](C#N)[C@@H](c2ccc(C#Cc3ccccc3F)cc2)[C@H]1CO	-0.1
C[C@@H]1CCCCO[C@@H](CN(C)Cc2ccncc2)[C@H](C)CN([C@H](C)CO)C(=O)c2cc(NC(=O)Nc3ccc(C(F)(F)F)cc3)ccc2O1	-0.2
O=C(N[C@@H]1CC[C@@H](CCNS(=O)(=O)c2ccc(F)cc2)O[C@H]1CO)c1ccccn1	-0.4
C[C@@H]1CN([C@H](C)CO)C(=O)c2cc(C3=CCCC3)cnc2O[C@H]1CN(C)Cc1ccccc1C(=O)O	-1.4
CN1C(=O)c2cc(NC(=O)c3cccs3)ccc2OC[C@H]2O[C@H](CC(=O)N3CCCCC3)CC[C@@H]21	1.0
C[C@H]1CN([C@@H](C)CO)C(=O)c2cccc(NC(=O)C3CC3)c2O[C@@H]1CN(C)Cc1ccccc1	1.9
Cc1noc(C)c1S(=O)(=O)Nc1ccc2c(c1)CC(=O)N([C@H](C)CO)C[C@@H](C)[C@H](CN(C)S(=O)(=O)c1ccccc1)O2	0.8

Next section
compound	TcdB inh
C[C@H](CO)N1C[C@H](C)[C@H](CN(C)C(=O)CN(C)C)Oc2cc(Br)ccc2S1(=O)=O	-0.1
O=C(Cc1ccccn1)N[C@@H]1C=C[C@@H](CC(=O)N2CCCCC2)O[C@@H]1CO	-1.5
CCCN(C)C[C@H]1Oc2ncc(C#Cc3ccc(OC)cc3)cc2C(=O)N([C@H](C)CO)C[C@H]1C	-0.4
C/C=C/c1ccc([C@H]2[C@H](CO)N(C(C)=O)[C@H]2CNC(=O)c2ccccc2)cc1	0.5
C[C@H]1CN([C@@H](C)CO)C(=O)Cc2cc(NC(=O)Cc3ccccc3)ccc2O[C@@H]1CN(C)Cc1ccc(C(=O)Nc2ccccc2N)cc1	-0.3
C[C@H]1CCCCO[C@@H](CN(C)S(=O)(=O)c2ccc(Cl)cc2)[C@@H](C)CN([C@@H](C)CO)C(=O)c2cc(N(C)C)ccc2O1	-2.0
COCC(=O)N1[C@H](CO)[C@@H](c2ccccc2)C12CN(C(=O)c1cccc(F)c1)C2	-8.8
C[C@H](CO)N1C[C@H](C)[C@@H](CN(C)Cc2ccc(Cl)c(Cl)c2)OCCCC[C@H](C)Oc2ccc(NS(=O)(=O)c3ccc(Cl)cc3)cc2C1=O	-0.1
C[C@H](CO)N1C[C@H](C)[C@H](CN(C)S(=O)(=O)c2cn(C)cn2)Oc2ccc(NC(=O)c3ccncc3)cc2C1=O	-0.3
C[C@H](CO)N1C[C@H](C)[C@H](CN(C)S(=O)(=O)c2ccc(Cl)cc2)OCCCC[C@H](C)Oc2ccc(NC(=O)CCC(F)(F)F)cc2C1=O	-0.1
CC(C)CC#Cc1cnc2c(c1)C(=O)N([C@H](C)CO)C[C@H](C)[C@H](CN(C)Cc1cncnc1)O2	-0.2
CO[C@H]1CN(C)C(=O)c2cc(NC(C)=O)ccc2OC[C@H](C)N(C(=O)C2CCCCC2)C[C@@H]1C	-0.6

Going on with the list.
compound	TcdB inh
CC(=O)N(C)C[C@@H]1Oc2ncc(C#Cc3cccc(F)c3)cc2C(=O)N([C@H](C)CO)C[C@@H]1C	0.8
COc1ccc(NC(=O)N(C)C[C@H]2Oc3c(NS(=O)(=O)c4ccc(Cl)cc4)cccc3C(=O)N([C@@H](C)CO)C[C@@H]2C)cc1	1.9
C[C@H](CO)N1C[C@H](C)[C@H](CN(C)Cc2ccccc2)Oc2ccc(NC(=O)Cc3cn(C)c4ccccc34)cc2CC1=O	-1.2
C[C@H](CO)N1C[C@H](C)[C@@H](CN(C)Cc2ccccc2)Oc2ccc(NS(=O)(=O)c3ccc(Cl)cc3)cc2C1=O	0.2
C[C@H](CO)N1C[C@H](C)[C@H](CN(C)Cc2ccc(C(=O)Nc3ccccc3N)cc2)Oc2ccc(NC(=O)C3CCCCC3)cc2CC1=O	-0.9
CN1C[C@H]2[C@@H](c3ccccc31)[C@@H](CO)N2C(=O)C1CC1	-0.8
C[C@@H](NC(=O)[C@@H]1[C@@H](CO)[C@@H]2Cn3c(ccc(-c4ccccc4F)c3=O)[C@H]1N2)c1ccccc1	0.9
COc1ccc(C#Cc2cnc3c(c2)C(=O)N([C@@H](C)CO)C[C@H](C)[C@@H](CN(C)CC2CCOCC2)O3)cc1	1.5
C/C=C/c1ccc([C@H]2[C@H]3CN(CCC(F)(F)F)CCCCN3[C@H]2CO)cc1	-1.3
C[C@@H]1CCCCO[C@H](CN(C)C(=O)c2ccncc2)[C@@H](C)CN([C@H](C)CO)C(=O)c2cc(NS(=O)(=O)c3cn(C)cn3)ccc2O1	-0.9
CO[C@H]1CN(C)C(=O)c2ccc(NC(=O)c3cccc(F)c3)cc2OC[C@@H](C)N(C)C[C@@H]1C	1.3
C[C@@H]1CN([C@H](C)CO)C(=O)c2cc(NC(=O)C3CCCCC3)ccc2O[C@@H](C)CCCCO[C@H]1CN(C)C(=O)c1ccccc1	0.3

The results go on.
compound	TcdB inh
C[C@H]1CN([C@@H](C)CO)C(=O)Cc2cc(NC(=O)C3CCCCC3)ccc2O[C@@H]1CN(C)C	0.3
O=C(c1cccnc1)N1C[C@H]2[C@@H](c3ccccc31)[C@H](CO)N2C(=O)Nc1ccc(F)cc1	1.2
CCC(=O)N(C)C[C@H]1Oc2ncc(-c3ccc(F)cc3)cc2C(=O)N([C@H](C)CO)C[C@@H]1C	0.3
CC(C)(O)C#Cc1ccc([C@H]2[C@@H](CO)N3CCCCN(C(=O)c4ccncc4)C[C@@H]23)cc1	-0.1
Cc1ccc(S(=O)(=O)N[C@@H]2CC[C@@H](CCn3cc(C4CC4)nn3)O[C@@H]2CO)cc1	0.9
COCCNC(=O)C[C@@H]1CC[C@H]2[C@H](COc3ccc(NC(=O)COC)cc3C(=O)N2C)O1	0.1
COc1ccc(NC(=O)Nc2ccc3c(c2)C(=O)N([C@H](C)CO)C[C@@H](C)[C@@H](CN(C)C(=O)NC2CCCCC2)O3)cc1	1.7
CN1CCN(C(=O)C[C@H]2CC[C@H]3[C@@H](COC[C@@H](O)CN3C(=O)C3CC3)O2)CC1	-0.5
O=S(=O)(c1ccccc1)N1CCCCN2[C@@H](CO)[C@@H](c3ccc(-c4ccccc4)cc3)[C@@H]2C1	0.4
C[C@H](CO)N1C[C@H](C)[C@H](CN(C)CC2CCCCC2)Oc2c(NS(C)(=O)=O)cccc2C1=O	-2.3
CC(C)NC(=O)N(C)C[C@@H]1Oc2cc(C#C[C@@H](C)O)ccc2S(=O)(=O)N([C@H](C)CO)C[C@H]1C	1.2
O=C(C1CC1)N1CC[C@@H]2[C@H](CO)Nc3ccc(-c4cccc(F)c4)cc3[C@@H]21	0.1

Continued:
compound	TcdB inh
CCC(=O)N1CCC2(CC1)CN[C@@H](CO)c1c2c2ccc(OC)cc2n1C	-0.4
COc1ccc2c3c(n(C)c2c1)[C@H](CO)N(C(=O)CC1CC1)CC31CN(C(=O)C2CCC2)C1	-0.2
CC(C)NC(=O)Nc1ccc2c(c1)CC(=O)N([C@@H](C)CO)C[C@H](C)[C@@H](CN(C)Cc1ccc(-c3ccccc3)cc1)O2	-1.1
Cc1ccc(CN2CC(=O)N3[C@H](CO)[C@@H](c4ccc(-c5ccccc5F)cc4)[C@@H]3C2)cc1	0.9
COc1ccc(S(=O)(=O)N2CCCCN3[C@H](CO)[C@@H](c4ccc(-c5cccnc5)cc4)[C@H]3C2)cc1	-0.2
C[C@H]1CN([C@@H](C)CO)C(=O)c2cc(NC(=O)Cc3ccccc3)ccc2O[C@@H]1CN(C)Cc1ccncc1	1.3
Cc1ccc(S(=O)(=O)N[C@H]2CC[C@H](CCn3cc(C4(O)CCCC4)nn3)O[C@@H]2CO)cc1	0.0
C[C@H](CO)N1C[C@H](C)[C@@H](CN(C)S(=O)(=O)c2ccc(Cl)cc2)Oc2c(NC(=O)Nc3ccc4c(c3)OCO4)cccc2C1=O	-2.8
CN(C)C(=O)c1ccc(-c2cccc(-c3nc(C(=O)N(C)C)cc4c3[C@@H](CCO)N([S@](=O)C(C)(C)C)C4)c2)cc1	0.2
C[C@@H]1CN([C@H](C)CO)C(=O)c2cc(NC(=O)CCC(F)(F)F)ccc2O[C@@H](C)CCCCO[C@H]1CN(C)S(=O)(=O)c1cn(C)cn1	0.3
C[C@H](CO)N1C[C@H](C)[C@@H](CN(C)C(=O)C2CCCCC2)Oc2ncc(C#CC3(O)CCCC3)cc2C1=O	0.0
CC(C)NC(=O)Nc1ccc2c(c1)C(=O)N([C@H](C)CO)C[C@H](C)[C@H](CN(C)C(=O)NC1CCCCC1)O2	0.5

The list goes on:
compound	TcdB inh
C/C=C/c1ccc2c(c1)O[C@@H](CN(C)C(=O)CC1CC1)[C@H](C)CN([C@H](C)CO)S2(=O)=O	-0.1
O=C(C[C@H]1CC[C@H]2[C@@H](COC[C@@H](O)CN2S(=O)(=O)c2ccc(F)cc2)O1)N1CCc2ccccc2C1	-1.0
O=C(N[C@H]1CC[C@H](CCn2cc(-c3ccccc3)nn2)O[C@@H]1CO)c1ccccc1F	-0.1
COc1cccc(C(=O)Nc2ccc3c(c2)OC[C@H](C)NC[C@H](C)[C@H](OC)CN(C)C3=O)c1	-1.7
C[C@@H]1CN([C@H](C)CO)C(=O)Cc2cc(NC(=O)Cc3ccccc3)ccc2O[C@@H]1CN(C)Cc1ccc2c(c1)OCO2	1.5
C[C@@H]1CN([C@@H](C)CO)C(=O)Cc2cc(NC(=O)C3CC3)ccc2O[C@@H]1CN(C)CC1CCCCC1	-2.0
COc1ccc([C@H]2C=C(C(=O)N3CCCCC3)O[C@@H](OCc3ccc(CO)cc3)C2)cc1	-4.0
C[C@H](CO)N1C[C@H](C)[C@@H](CN(C)C)Oc2cc(C#CC3CCCCC3)ccc2S1(=O)=O	1.1
C[C@@H]1CN([C@@H](C)CO)C(=O)c2cc(NC(=O)CCC(F)(F)F)ccc2O[C@@H](C)CCCCO[C@@H]1CN(C)S(=O)(=O)c1ccc(F)cc1	-8.4
Cc1ccc(-c2ccccc2[C@@H]2[C@@H](C#N)N(C(=O)Cc3cccnc3)[C@H]2CO)cc1	0.6
Cc1noc(C)c1NC(=O)N(C)C[C@@H]1Oc2c(NS(=O)(=O)c3ccccc3)cccc2C(=O)N([C@H](C)CO)C[C@H]1C	-0.2

Only part of the results is shown; rates above refer to the full screens.
